C2C12 statin = suppression of simvastatin myotoxicity | C2C12 myotubes + simvastatin, ATP luminescence, 48 h; scaled: DMSO 0, geranylgeraniol control 100 | rescue of ATP level, % at 7.49 µM | actives 0.78% (n = 330,000) | AID 602340;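 active = mean ATP rescue above about 67%, or every replicate alone reaching that limit, limit read from the data, passing the limit was not always enough; inconclusive = no clear call, values can overlap the other calls; inactive = mean under the limit and some replicate under it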;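 also: myotubes were challenged with 10 µM simvastatin during compound exposure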
esBAF inh = blocks esBAF chromatin remodeling in mouse ES cells | reporter increase, % at 12.5 µM | actives 2% (n = 350,000) | Bmi1-luciferase knock-in reporter, 24 h; 100% = twice the neutral-well signal; in the data active = activation above about 40%; inconclusive = no clear call, values can overlap the other calls;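 also: 0% = median of the plate's neutral control wells and 100% = double that signal; a rise in the Bmi1 reporter signal indicates esBAF inhibition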
FN deposit inh = fibronectin deposition inhibition | AH1F fibroblasts, Alexa488-fibronectin deposition fluorescence, overnight | inhibition, % at 12.6 µM | actives 0.086% (n = 350,000);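 active = mean inhibition across replicates of 30% or more, regardless of how many single replicates reach that level; inconclusive = mean under 30% yet at least half of replicates reach 30%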;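 also: positive control wells lacked labelled fibronectin entirely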
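Schedule: 1 h cell adhesion before compound, then overnight fibronectin incubation; test system: AH1F fibroblast monolayer depositing Alexa488-labelled fibronectin into matrix; quantity: 10000 AH1F cells per well; probe or stimulus: fluorescent fibronectin at 24 nM final; signal: fluorescence, ex 485 nm, em 525 nm; evaluation: percent inhibition as loss of matrix-bound fibronectin fluorescence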
S100A4 inh HTS = blocks human S100A4 binding to myosin IIA peptide; P26447; S100A4/TAMRA-MyoIIA peptide fluorescence polarization; inhibition, % at 10.7 µM; actives 0.14% (n = 360,000);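 active = mean inhibition of at least 70% across replicates, with every replicate also reaching that level; inconclusive = mean inhibition reaches 70% but some replicates fall short; inactive = mean inhibition below 70%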
Target sequence (P26447 whole entry, looked up): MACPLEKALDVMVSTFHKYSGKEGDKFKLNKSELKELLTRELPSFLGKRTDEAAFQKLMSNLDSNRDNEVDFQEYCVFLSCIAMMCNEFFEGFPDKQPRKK
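incubation = readout 5 min after mixing, signal stable up to 60 min | system = S100A4 monomer protein | buffer or medium = HEPES pH 7.2 with CaCl2, KCl, NaCl, DTT, Triton | benchmarks = neutral control DMSO, positive control TFP | also added = fluorescent myosin IIA peptide, 5 nM | compound dosing = one concentration per compound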
LGR2 inh = inhibitors of bursicon-induced Drosophila LGR2 receptor cAMP signaling. HEK293 LGR2, CRE-luciferase, bursicon-stimulated, 4 h. inhibition, % at 9.99 µM. actives 0.35% (n = 380,000). AID 720647;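 active = drop in luminescence signal, shown as inhibition above about 50% in the replicate tests, limit read from the data, passing the limit was not always enough; inconclusive = probably only some replicates passing the limit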;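 also: agonist challenge used bursicon conditioned medium at about half maximal strength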
CASP6 VEID inh = blocks human caspase-6 cleavage activity; actives 0.53% (n = 350,000); purified caspase-6, Z-VEID-R110 cleavage fluorescence; inhibition, % at 12.5 µM;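 active = mean inhibition across replicates at least about 35%, with every replicate also reaching that limit, limit read from the data; inconclusive = only one of the two criteria met; inactive = neither criterion met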;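 also: 0% = median of neutral control wells and 100% = no fluorescence left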
Target sequence (P55212 24-179 limits assumed): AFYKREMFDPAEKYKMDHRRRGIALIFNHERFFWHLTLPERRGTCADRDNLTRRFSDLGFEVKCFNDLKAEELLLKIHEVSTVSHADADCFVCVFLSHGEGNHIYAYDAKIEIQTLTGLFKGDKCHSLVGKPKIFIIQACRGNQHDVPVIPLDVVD
Target sequence (P55212 194-293 limits assumed): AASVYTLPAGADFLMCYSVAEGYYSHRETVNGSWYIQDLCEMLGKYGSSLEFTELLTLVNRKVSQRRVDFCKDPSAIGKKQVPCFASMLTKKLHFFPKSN
SIRT5 inh = inhibitors of human sirtuin-5 desuccinylase | actives 1.1% (n = 330,000) | inhibition, % at 15 µM | Purified SirT5, succinyl-peptide AMC, trypsin-coupled fluorescence | Q9NXA8; in the data active = inhibition above about 15%; inconclusive = no clear call, values can overlap the other calls
Target sequence (Q9NXA8 whole entry, looked up): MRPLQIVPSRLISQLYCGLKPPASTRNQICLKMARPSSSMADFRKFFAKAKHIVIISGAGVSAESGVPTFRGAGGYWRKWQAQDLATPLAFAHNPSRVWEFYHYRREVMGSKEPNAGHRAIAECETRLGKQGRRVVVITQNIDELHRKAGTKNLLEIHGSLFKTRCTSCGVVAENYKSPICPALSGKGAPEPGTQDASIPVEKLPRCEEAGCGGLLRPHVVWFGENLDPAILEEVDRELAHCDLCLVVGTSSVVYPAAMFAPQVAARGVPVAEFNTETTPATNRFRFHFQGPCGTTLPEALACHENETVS
* marks the source's active call; other numbers are inactive results; u = inconclusive; x = not tested or not shown; & = joins results of further samples. Only part of the results is shown (hit frequency here may not be typical).

SMILES	C2C12 statin	esBAF inh	FN deposit inh	S100A4 inh HTS	LGR2 inh	CASP6 VEID inh	SIRT5 inh
C[C@@H]1CCCCO[C@H](CN(C)C(=O)c2ccccc2)[C@H](C)CN([C@@H](C)CO)C(=O)c2cc(NC(=O)CCC(F)(F)F)ccc2O1	x	0	0	-7	10	-1	1
O=C(C[C@@H]1CC[C@@H]2[C@H](COC[C@H](O)CN2S(=O)(=O)c2ccccc2)O1)Nc1ccc(-c2ccccc2)cc1	5	2	3	-1	-2	0	4
O=S(=O)(N[C@H]1CC[C@H](CCn2cc(-c3ccccn3)nn2)O[C@@H]1CO)c1cccc(Cl)c1	2	-4	5	-3	-2	2	10
COC(=O)[C@@H]1CCCN1Cc1nc(Cc2ccccc2F)no1	17	-5	17	8	13	-1	0
COc1ccc(NC(=O)N(C)C[C@@H]2Oc3c(NC(=O)Nc4ccc(F)cc4)cccc3C(=O)N([C@@H](C)CO)C[C@@H]2C)cc1	-18	8	x	-4	-3	-15	-1
Cc1ccc(S(=O)(=O)N(C)C[C@H]2Oc3cc(-c4cccc(F)c4)ccc3S(=O)(=O)N([C@H](C)CO)C[C@@H]2C)cc1	-45	8	-10	1	10	0	u
COc1nc(N/N=C/c2ccc(-c3ccccc3[N+](=O)[O-])o2)nc(N2CCOCC2)n1	x	x	4	-17	-46	9	6
CN(Cc1ccccc1)C(=O)c1nc[nH]c1C(=O)N1CCN(C(=O)OC(C)(C)C)CC1	-3	1	1	1	19	-2	x
NC(N)=S	-7	2	-6	2	x	-4	-2
COc1cccc(S(=O)(=O)Nc2ccc3c(c2)[C@@H]2C[C@H](CC(=O)NCC(F)(F)F)O[C@@H](CO)[C@@H]2O3)c1	3	18	-7	3	-6	0	-1
CC(=O)Nc1ccc(NC(=O)C2CCCN2C(=O)Nc2ccc(F)cc2)cc1 (stereo not drawn)	-1	-4	-6	-4	-6	4	x
O=S(=O)(c1cccc2cccnc12)N1CCN(Cc2ccc(OCCO)cc2)CC1	x	x	x	-9	x	-4	-2
Cc1ccc(NC(=S)NCc2ccco2)c(C)c1	x	x	5	2	1	-4	80*
O=C(N[C@H]1CC[C@H](CCNS(=O)(=O)c2cccc(Cl)c2)O[C@@H]1CO)c1ccccc1	1	10	x	0	3	6	2
CC(c1cccs1)N(Cc1ccco1)C(=S)Nc1ccccc1Cl (stereo not drawn)	x	x	2	2	-1	1	-2
CCC(O)(CC)C(=O)NN(C(=O)Nc1csc2c1CCCC2)c1ccccc1	-4	-22	-7	x	4	x	x
O=C(Cn1cnc2c(nnn2-c2cccc(F)c2)c1=O)Nc1ccc2c(c1)OCCO2	4	17	-2	0	14	0	-1
COc1ccc(-n2c(SC)nnc2-c2c[nH]c3ccccc23)cc1	11	-14	1	-1	-16	-2	-3
CCOc1ccc(-c2ccc(SCC(=O)Nc3nnc(CC)s3)nn2)cc1	x	x	7	-17	2	2	-2
CCNC(=O)CSc1nc2cc(S(=O)(=O)Nc3ccc(OC)cc3)ccc2o1	7	4	8	-15	-12	1	5
COc1cc(C(=S)N2CCOCC2)cc(OC)c1OC(=O)c1ccc(C)cc1	-5	-5	-9	1	38	1	1
CNCCCOc1ccc(C)cc1OC	x	x	1	7	-12	-3	-6
O=C(NCCc1c[nH]c2ccccc12)C(=O)NCC1OCCCN1S(=O)(=O)c1ccc(F)cc1 (stereo not drawn)	x	x	-2	0	13	-1	-3
COc1cc2c(cc1OC)C1=CC(=O)C(=O)N1C(C)(C)C2	x	x	12	-8	-46	x	7
CC(C)(C)c1oc(C(=O)O)cc1CN1CCOCC1	4	2	-1	3	5	1	2
Cc1cc(NC(=O)CSc2nc3c(C)cccc3cc2C#N)no1	x	x	-6	0	-29	3	-17
Cc1cc(/C=C2\Cc3ccccc3C2=O)c(C)n1-c1ccccc1	x	x	-1	-11	-7	-5	-2
CC[C@]12c3[nH]c4ccc(Cl)cc4c3CCN1C(=O)[C@@H](CC(=O)NCc1ccc(OC)c(OC)c1)C[C@@H]2C(=O)N1CCN(C(=O)C2CC2)CC1	15	-4	5	-1	-12	-1	1
C[C@@H]1CN([C@H](C)CO)C(=O)c2cc(NC(=O)Cc3ccccc3)ccc2O[C@@H]1CN(C)C(=O)NC1CCCCC1	20	2	-10	-4	11	0	1
Cc1ccc(C)c(S(=O)(=O)N2CCCC2CNC(=O)C(=O)NCCc2ccccc2)c1 (stereo not drawn)	17	1	-4	0	12	-4	2
COc1cc2nc(Cl)nc(N3CCOCC3)c2cc1OC	x	x	-4	-1	13	0	-1
CCCCCc1nnc(NC(=O)c2ccc(=O)n(C)n2)s1	x	x	4	-1	-8	-3	7
CC(=O)C1=CCC(c2ccc(Cl)cc2)N(S(=O)(=O)c2ccccc2C)C1 (stereo not drawn)	10	3	-1	40	-25	0	-6
C[C@@H]1CN([C@@H](C)CO)C(=O)Cc2cc(NS(C)(=O)=O)ccc2O[C@@H]1CN(C)S(=O)(=O)c1ccccc1	-36	-1	12	-6	1	-1	0
C[C@@H](O)C#Cc1ccc([C@H]2[C@H](CO)N3CCCCN(C(=O)c4ccncc4)C[C@@H]23)cc1	4	4	x	7	-5	-2	-2
CCOC(=O)C1=CCN(S(=O)(=O)c2ccccc2)C1c1ccccc1 (stereo not drawn)	5	-3	0	66	6	4	-2
COc1ccc(C(=O)OCC(=O)NCCN2C(=O)CSC2=O)cc1[N+](=O)[O-]	2	-6	9	-2	-9	-1	-1
Cc1ccc(S(=O)(=O)Nc2ccc3c(c2)C(=O)N([C@H](C)CO)C[C@H](C)[C@H](CN(C)C(=O)Nc2cccc4ccccc24)OCCCC[C@@H](C)O3)cc1	14	18&4	-5&-4	-1&-9	12	-2&2	10&5
CCOc1cc(N2CCOCC2)c(OCC)cc1NC(=O)c1ccc(S(=O)(=O)N2CC(C)OC(C)C2)cc1 (stereo not drawn)	2	4	4	-6	5	3	0
COCC#Cc1cnc2c(c1)C(=O)N([C@@H](C)CO)C[C@H](C)[C@@H](CN(C)C(=O)Nc1ccccc1OC)O2	-15	-7	x	-5	3	0	7
O=C(O)C[C@@H]1CC[C@H]2[C@@H](COC[C@H](O)CN2S(=O)(=O)c2ccc(Oc3ccccc3)cc2)O1	-7	1	-4	x	10	x	x
CCOc1ccc(CCNC(=O)Cn2nc(C)c3c(C)n(-c4ccccc4)nc3c2=O)cc1OCC	-4	-7	-11	-6	7	-1	-4
CC(C)N1CSC(=S)N(Cc2ccccc2)C1	-14	14	2	5	-33	-18	-2
CN(CC(=O)Nc1ccc(Cl)c(C(F)(F)F)c1)C(=O)C1CC(=O)N(c2ccc3c(c2)OCCO3)C1 (stereo not drawn)	6	4	0	-2	-14	2	-2
C[C@@H]1CN([C@@H](C)CO)C(=O)c2cccc(NC(=O)c3cnccn3)c2O[C@@H]1CN(C)Cc1ccc(-c2ccccc2)cc1	-35	-1	x	5	35	2	9
CC(C)[C@H](NC(=O)[C@@H]1Cc2c([nH]c3ccccc23)C2c3ccccc3C(=O)N21)C(=O)N1CCC[C@@H]1C(=O)O (stereo partly drawn)	5	-7	x	-6	4	-2	-1
Cc1ccc(S(=O)(=O)CCC(=O)OCC(=O)N(C)Cc2ccccc2)cc1	7	-4	-1	-2	4	2	0
CCc1ccc(C(=O)CN2C(=O)C(C)N(c3ccc(C)cc3)C2=O)cc1 (stereo not drawn)	-28	16	1	0	-6	-2	-1
CN1CCN(C(=O)/C(=C/c2cn(S(=O)(=O)N(C)C)c3ccccc23)NC(=O)c2ccccc2Cl)CC1	-5	-2	12	3	15	-4	1
CCOC(=O)CN1C(c2ccc(O)cc2)Nc2ccc(Br)cc2C1c1ccccc1 (stereo not drawn)	x	x	-3	3	22	0	-4

Next section.
SMILES	C2C12 statin	esBAF inh	FN deposit inh	S100A4 inh HTS	LGR2 inh	CASP6 VEID inh	SIRT5 inh
COc1ccc(C)cc1NC(=O)NCc1ccc(F)cc1	-5	-4	1	1	1	-1	-1
O=C(Cn1nnc2ccccc21)NNC(=O)c1ccccc1	x	x	-1	-4	7	-1	1
CCC1CN(C(=O)N2CCC(C(=O)Nc3ccccc3OC)CC2)c2ccccc2O1 (stereo not drawn)	5	8	-9	-3	13	-3	-4
Cc1c(C)n(Cc2ccccc2)c2ncnc(Cl)c12	-16	-8	0	23	8	0	-5
Cc1cc(C)nc(SCC(=O)Nc2ccc(Br)cn2)n1	-12	-6	x	x	11	x	x
C=CC[n+]1c(-c2ccccc2)csc1NC(C)(C)C	x	x	-4	0	x	0	-3
Cc1[nH]c2ccc(C(=O)NCCCN3CCN(C)CC3)cc2c1C	-14	1	-6	3	-3	-83	-4
Cc1ccc(S(=O)(=O)N(C)C[C@@H]2OCc3ccccc3-c3ccccc3C(=O)N([C@H](C)CO)C[C@@H]2C)cc1	0	-2	1	-3	22	-1	3
COc1ccc(-c2ccc(CCC(=O)O)o2)cc1	x	x	x	-1	-15	-6	-3
C[C@@H]1CCCCO[C@H](CN(C)Cc2ccccc2)[C@H](C)CN([C@H](C)CO)C(=O)c2cc(NS(C)(=O)=O)ccc2O1	-21	1	x	x	3	x	x
COc1ccccc1CCNC(=O)c1nc(-c2cccs2)no1	-3	20	x	3	-87	2	-10

14 entries from above, comma-delimited:
mol,C2C12 statin,esBAF inh,FN deposit inh,S100A4 inh HTS,LGR2 inh,CASP6 VEID inh,SIRT5 inh
C[C@@H]1CN([C@@H](C)CO)C(=O)c2cccc(NC(=O)c3cnccn3)c2O[C@@H]1CN(C)Cc1ccc(-c2ccccc2)cc1,-35,-1,x,5,35,2,9
CC(C)[C@H](NC(=O)[C@@H]1Cc2c([nH]c3ccccc23)C2c3ccccc3C(=O)N21)C(=O)N1CCC[C@@H]1C(=O)O (stereo partly drawn),5,-7,x,-6,4,-2,-1
Cc1ccc(S(=O)(=O)CCC(=O)OCC(=O)N(C)Cc2ccccc2)cc1,7,-4,-1,-2,4,2,0
CCc1ccc(C(=O)CN2C(=O)C(C)N(c3ccc(C)cc3)C2=O)cc1 (stereo not drawn),-28,16,1,0,-6,-2,-1
CN1CCN(C(=O)/C(=C/c2cn(S(=O)(=O)N(C)C)c3ccccc23)NC(=O)c2ccccc2Cl)CC1,-5,-2,12,3,15,-4,1
CCOC(=O)CN1C(c2ccc(O)cc2)Nc2ccc(Br)cc2C1c1ccccc1 (stereo not drawn),x,x,-3,3,22,0,-4
COc1ccc(C)cc1NC(=O)NCc1ccc(F)cc1,-5,-4,1,1,1,-1,-1
O=C(Cn1nnc2ccccc21)NNC(=O)c1ccccc1,x,x,-1,-4,7,-1,1
CCC1CN(C(=O)N2CCC(C(=O)Nc3ccccc3OC)CC2)c2ccccc2O1 (stereo not drawn),5,8,-9,-3,13,-3,-4
Cc1c(C)n(Cc2ccccc2)c2ncnc(Cl)c12,-16,-8,0,23,8,0,-5
Cc1cc(C)nc(SCC(=O)Nc2ccc(Br)cn2)n1,-12,-6,x,x,11,x,x
C=CC[n+]1c(-c2ccccc2)csc1NC(C)(C)C,x,x,-4,0,x,0,-3
Cc1[nH]c2ccc(C(=O)NCCCN3CCN(C)CC3)cc2c1C,-14,1,-6,3,-3,-83,-4
Cc1ccc(S(=O)(=O)N(C)C[C@@H]2OCc3ccccc3-c3ccccc3C(=O)N([C@H](C)CO)C[C@@H]2C)cc1,0,-2,1,-3,22,-1,3

Screening data: PubChem, Broad Institute
